Bioassay records from PubChem BioAssay.
POLI inh = blocks human DNA polymerase iota activity; Pol iota fluorescent replication assay, 10 min; Potency, µM (series often up to 115 µM), for the others: at the top dose activity, negative = inhibition, actives largely listed as inhibitors; 1% of 390,000 active; AID 588590
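Pol iota at 10 nM preincubated 15 min with compounds at room temperature; reaction started with fluorescent substrate, 50 nM final. Fluorescence read kinetically at 0 and 10 min; buffer-only wells as negative control.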
HP1b binding inh = HP1-beta chromodomain-methylated histone interaction inhibition; Potency, µM (titrated, usually from 114 µM), for inactives: top-dose activity change, negative = inhibition, hits mostly inhibitors; AID 540317; 0.56% of 390,000 active; P83916; AlphaScreen HP1-beta / biotin-H3K9me3 peptide binding; note: nearly all actives have a fitted effect of over 70% in size; inactives centre near 23
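HP1-beta protein (50 nM final) preincubated 30 min at room temperature with biotinylated H3(1-18)K9me3 peptide (50 nM) in PBS pH 7.4, 0.01% Tween-20, then compound added for 30 min. AlphaScreen streptavidin donor/nickel chelate acceptor beads (10 ug/mL final), 30 min dark, luminescence read.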
BLM inh = blocks DNA unwinding by human BLM helicase | P54132 | recombinant BLM DNA unwinding, fluorescence dequenching | Potency, µM (doses to about 56.1 µM), inactives show top-dose activity change, negative = inhibition, hits mostly inhibitors | 0.2% of 350,000 active | AID 2528;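 note: plate controls were vehicle for no effect and no enzyme for full effect; nearly all actives have a fitted effect of over 35% in size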
PGK inhibitor = blocks T. brucei phosphoglycerate kinase; P07378; PGK/GAPDH coupled, Kinase-Glo luminescence, 60 min; Potency, µM (highest dose often 57.5 µM), without a hit: at the top dose activity change, negative = inhibition, most hits filed as inhibitors; 0.043% of 380,000 active; note: % is set by controls: 0 for no effect and ±100 for the full control effect; nearly all actives have a fitted effect of over 60% in size
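Recombinant glycosomal PGK reaction used 1,3-bisphosphoglycerate generated in-well by GAPDH (100nM final) in 100mM TEA pH 7.6, 5mM MgCl2, 0.01% Tween-20. After 60 minutes at room temperature, ATP was read by Kinase-Glo Plus luminescence end-point.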
BAZ2B inh = blocks human BAZ2B; Q9UIF8; 4.4% of 360,000 active; AlphaScreen BAZ2B-H3K14Ac peptide displacement; Potency, µM (top dose mostly 114 µM), for the others: at the top dose activity change, negative = inhibition, most hits filed as inhibitors; note: % is set by controls: 0 for no effect and ±100 for the full control effect; nearly all actives have a fitted effect of over 60% in size
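Multi-concentration screen (max 110 uM) measuring displacement of acetylated histone H3 peptide from BAZ2B by AlphaScreen, using 50 nM protein, 50 nM peptide and 10 ug/mL streptavidin donor plus Ni-chelate acceptor beads.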
JMJD2A Tudor = blocks the human JMJD2A Tudor domain; AlphaScreen JMJD2A-Tudor / H3K4me3 peptide binding; Potency, µM (highest dose often 114 µM), inactives show at the top dose activity change, negative = inhibition, most hits filed as inhibitors; 4.4% of 390,000 active; note: % is set by controls: 0 for no effect and ±100 for the full control effect; nearly all actives have a fitted effect of over 50% in size
G9a inh = blocks human histone lysine methyltransferase G9a. G9a H3K9 monomethylation, AlphaScreen, 2 h. 8.8% of 350,000 active. AID 504332. Q96KQ7. Potency, µM (titrated, usually from 102 µM), for the others: top-dose activity, negative = inhibition, actives largely listed as inhibitors; note: % is set by controls: 0 for no effect and ±100 for the full control effect; nearly all actives have a fitted effect of over 75% in size
Target sequence (Q96KQ7 913-1193 limits assumed): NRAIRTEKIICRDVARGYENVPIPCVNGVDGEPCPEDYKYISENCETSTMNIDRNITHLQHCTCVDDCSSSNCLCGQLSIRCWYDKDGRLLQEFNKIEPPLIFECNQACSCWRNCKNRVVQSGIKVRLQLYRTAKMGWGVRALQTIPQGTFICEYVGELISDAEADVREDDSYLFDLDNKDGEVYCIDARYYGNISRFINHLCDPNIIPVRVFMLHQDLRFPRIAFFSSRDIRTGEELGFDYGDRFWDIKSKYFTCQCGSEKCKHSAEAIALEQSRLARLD
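Quantitative HTS format: methyltransferase activity on a biotin-tagged H3K9 peptide is measured by AlphaScreen, using a rabbit anti-monomethyl-H3K9 antibody with streptavidin donor and anti-IgG acceptor beads. Final levels are 20 nM enzyme, 500 nM peptide, 20 uM SAM; 2 h RT.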
GLS inhibitor = blocks human kidney-isoform glutaminase activity; O94925; GLS enzymatic activity, qHTS titration; Potency, µM (highest dose often 45.5 µM), without a hit: at the highest dose activity change, negative = inhibition, most hits filed as inhibitors; 0.21% of 410,000 active; note: % is set by controls: 0 for no effect and ±100 for the full control effect
Target sequence (O94925 whole entry, looked up, canonical isoform): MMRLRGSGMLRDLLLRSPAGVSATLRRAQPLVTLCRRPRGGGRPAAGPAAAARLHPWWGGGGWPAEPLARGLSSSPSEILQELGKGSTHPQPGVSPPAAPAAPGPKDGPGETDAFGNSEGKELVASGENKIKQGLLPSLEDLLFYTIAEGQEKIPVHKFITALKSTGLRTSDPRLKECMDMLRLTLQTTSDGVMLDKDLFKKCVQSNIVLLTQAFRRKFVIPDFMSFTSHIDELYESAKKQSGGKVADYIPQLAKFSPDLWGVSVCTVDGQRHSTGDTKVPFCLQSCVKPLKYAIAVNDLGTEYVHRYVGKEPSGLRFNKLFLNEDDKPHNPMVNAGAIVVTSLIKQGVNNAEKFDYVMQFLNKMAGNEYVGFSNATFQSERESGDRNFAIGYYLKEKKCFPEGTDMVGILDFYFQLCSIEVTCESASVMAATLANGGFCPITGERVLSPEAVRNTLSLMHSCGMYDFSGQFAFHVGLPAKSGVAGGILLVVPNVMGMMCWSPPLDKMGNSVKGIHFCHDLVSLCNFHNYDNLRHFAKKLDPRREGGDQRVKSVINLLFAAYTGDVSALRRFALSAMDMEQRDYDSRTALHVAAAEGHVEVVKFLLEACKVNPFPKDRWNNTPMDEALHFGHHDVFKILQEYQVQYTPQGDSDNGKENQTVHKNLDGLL
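Read-out is an Amplex red fluorescence increase coupled through glutamate oxidase and HRP, measured before and after 30 min room-temperature incubation. hKGA is in 45 mM KH2PO4 (pH 8.2) with 0.02% Tween-20; glutamine added as 1mM solution.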
Pin1 inhibitor = inhibitors of human Pin1. Q13526. Pin1 FP peptide displacement, HiFluor488, 10 min. Potency, µM (doses to about 115 µM), without a hit: top-dose activity, negative = inhibition, most hits filed as inhibitors. 0.009% of 390,000 active. AID 504891; active = well fitted inhibition curve with a large enough effect in the polarisation, with a control signal flat, not every such curve was filed as active; inconclusive = small, poorly fitted or top-dose-only effect, or effect the other way, or a change in a side signal; inactive = no such curve, though single readings can be large or run the other way; the % refers to the polarisation; note: % is set by controls: 0 for no effect and ±100 for the full control effect
Target sequence (Q13526 whole entry, looked up): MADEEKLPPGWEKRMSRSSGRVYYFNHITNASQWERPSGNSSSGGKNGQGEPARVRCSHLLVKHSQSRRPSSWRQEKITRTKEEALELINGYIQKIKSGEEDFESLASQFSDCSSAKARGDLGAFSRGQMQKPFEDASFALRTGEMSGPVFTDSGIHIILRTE
* marks the source's active call; other numbers are inactive results; i = inactive; u = inconclusive; x = not tested or not shown; [ ] = another dose, or the depositor's remark. Unless noted, calls come from the whole dose curve; as a rule, active = well fitted curve in the direction sought with a large enough effect; inconclusive = small, poorly fitted or top-dose-only effect, or another doubt; inactive = no such curve, though single readings can be large; an effect the other way counts as inactive or inconclusive. Potency is the fitted concentration of half-maximal effect. An excerpt, so the mix of outcomes need not match the whole.

SMILES	POLI inh	HP1b binding inh	BLM inh	PGK inhibitor	BAZ2B inh	JMJD2A Tudor	G9a inh	GLS inhibitor	Pin1 inhibitor
Cc1ccc(NC(=O)C(=O)NCCN2CCN(S(C)(=O)=O)CC2)cc1	47%[activator]	34%	-2%	i	-3%	3%	5%	-4%	4%
N#CCC(=O)N/N=C/c1ccc(OCc2ccccc2)cc1	u	20%	-4%	-7%	-16%	-12%	u	0%	-2%
COc1ccc(CCN2C(=O)N(c3ccccc3)C(=O)C2CC(=O)Nc2ccccc2)cc1 (centres undefined)	26%	44%[activator]	-7%	3%	-13%	-13%	3%[59 µM]	-4%	-1%
CCN(C(=O)C1CCCN1S(=O)(=O)c1ccc2c(c1)n(C)c(=O)c(=O)n2C)c1ccccc1 (centres undefined)	-15%	68%[activator]	-5%	-4%	9%	-6%	u	0%	-9%
Cc1ccc(-c2onc3ccc(C=O)cc23)cc1	u	45%[activator]	-4%	-7%	1%	4%	u	4%	22%
Cc1ccc(N=Nc2c(C)[nH]n(C(N)=S)c2=O)cc1C	5%	2%	-2%	-5%	7%	-9%	2%[59 µM]	-4%	14%
COc1ccc(NC(=O)Cn2cccc2)c(OC)c1	16%	26%	-3%	-5%	-32%	-21%	-48%	15%	-2%
COc1ccc(C(=O)Nc2ccc(-c3ccc(NC(=O)c4ccc(OC)cc4)c(OC)c3)cc2OC)cc1	4%	5%	-3%	i	8%	-15%	11%[59 µM]	7%	11%
CCN(CC)C(=O)c1sc2c(c1C)c(=O)n(-c1ccc(OC)cc1OC)c(=O)n2CC(=O)Nc1ccccc1	-7%	19%	0%	4%	-4%	-14%	6%[59 µM]	3%	5%
C/C=C/c1ccc(OCC(=O)OCC(=O)NC2CC2)c(OC)c1	u	36%	-5%	i	-21%	-11%	-12%	-13%	-6%
CC(C)c1ccc(C(=O)N/N=C/c2cccc(Cl)c2Cl)cc1	-8%	58%[activator]	-4%	-7%	15%	-10%	-26%[59 µM]	-9%	0%
O=C(COC(=O)c1ccccn1)NC12CC3CC(CC(C3)C1)C2	12%	22%	-9%	6%	-4%	-9%	-40%[59 µM]	1%	5%
Cc1cccc(NC2=NC(C)(C)N=C(N)N2)c1C	15%	11%	2%	-2%	x	-11%	-3%[59 µM]	5%	1%
CCCCOc1ccc(C(=O)NCC(=O)N2CC=C(c3ccccc3)CC2)cc1	40%[activator]	-3%	x	-8%	15%	-20%	-6%	2%	1%
COc1ccc(Nc2nc(N)nc(CSc3nccn3C)n2)cc1	-4%	48%[activator]	0%	x	-2%	-6%	-2%[0.501 µM]	-6%	2%
CCOC(=O)C1CCN(C(=O)C(CCSC)NC(=O)c2ccccc2OC)CC1 (centres undefined)	20%	19%	x	-1%	0%	-12%	-2%[12.7 µM]	-3%	-1%
CCOC(=O)[C@@H]1[C@H]2COc3cc(OC)ccc3[C@H]2N2C(=O)N(c3ccc(F)cc3)C(=O)[C@]12C	0%	26%	-9%	-7%	-17%[57.1 µM]	-10%	u	3%	4%
O=C(N/N=C/c1ccc([N+](=O)[O-])o1)c1ccc2c(c1)OCO2	u	27%	-5%	-9%	u	-23%	u	-4%	-8%
CC1CCc2sc(C(=O)NNS(=O)(=O)c3ccc(F)c(F)c3F)cc2C1 (centres undefined)	-6%	3%	x	0%	-4%	-14%	-31%	-8%	-2%
Cc1cc(C)n(-c2nc3ccccc3nc2Nc2ccc(Cl)c(Cl)c2)n1	58%[activator]	32%	-2%	-2%	20%	34%	31%[59 µM]	-2%	-11%
Clc1cccc(CSc2nnc(-c3sccc3-n3cccc3)o2)c1	-6%	28%	-9%	2%	8%	13%[57.1 µM]	20%[0.0925 µM]	1%	19%
COc1ccc(N2CCN(C3CCCCC3NS(=O)(=O)c3ccc(Cl)cc3)CC2)cc1 (centres undefined)	3%	7%	-8%	2%	10µM*	u	x	13%	44%[activator]
CC1CCN(C(=O)c2ccc(NS(=O)(=O)c3ccccc3)cc2)CC1	10%	28%	0%	-12%	-20%	-5%	-26%	-3%	-7%
O=C(Nc1ccc(S(=O)(=O)NCCc2ccccc2)cc1)c1ccco1	-7%	12%	-5%	i	-7%	-7%	-1%[59 µM]	-5%	4%
NC(=O)c1ccc(NC(=S)NCc2ccco2)cc1	6%	14%	-16%	-6%	1%	-18%	50µM*	3%	1%
C/C=C\C(=O)Nc1cccc(C2=NOC3(C2)C[C@@H](C(N)=O)N(C(=O)CC(c2ccccc2)c2ccccc2)C3)c1 (some centres undefined)	23%	1%	-11%	2%	u	u	8%[12.7 µM]	1%	0%
COC(=O)C1=C(N)Oc2cc(C)oc(=O)c2C1c1cccnc1 (centres undefined)	-12%	19%	3%	-3%	7%	-22%	u	2%	-2%
C=CCn1c(NC(=O)c2ccc(Br)o2)c(C(=O)OCC)sc1=S	u	-39%	-2%	-7%	-30%	89µM*	3.2µM*	11%	-12%
CCOc1ccc(-c2c(C)nn3c(C)c(C(=O)Nc4cccc(Cl)c4C)cnc23)cc1OCC	-22%	17%	-1%	x	-14%	-18%	-2%[59 µM]	-2%	-1%
O=C(CCC(=O)N1CCCC1)Nc1ccc([N+](=O)[O-])cc1	-14%	27%	-12%	1%	-15%	-5%	-28%[12.7 µM]	17%	2%
CCCCCN(C(=O)CSc1n[nH]c(-c2ccc(C)cc2)n1)c1c(N)n(CCCC)c(=O)[nH]c1=O	89%[activator]	20%	x	-16%	9%	-22%	7%[0.501 µM]	-5%	22%
CCOc1ccc(NC(=O)CSc2cn(CCNC(=O)c3ccccc3F)c3ccccc23)cc1	7%	30%	-1%	0%	-5%	4%	0%[59 µM]	9%	-2%
CC(C)CC(=O)NC1(C(F)(F)F)NC(=O)N(c2ccccc2)C1=O (centres undefined)	-6%	34%	-7%	-5%	-14%	-7%	15%[59 µM]	2%	-2%
C=CCN(c1ccccc1OC)S(=O)(=O)c1cccc(C(=O)OCC(=O)N2CCOCC2)c1	16%	27%	x	4%	x	-8%	x	4%	-2%
O=C(Nc1ccc(CSc2ccccc2)cc1)c1ccc(CN2CCOCC2)cc1	-7%	25%	0%	8%	7%	-8%	21%[59 µM]	9%	2%
CN(C)c1nc2ccc(OCCN3CCCCC3)cc2s1	30%[activator]	13%	0%	1%	-6%	-6%	-15%[59 µM]	21%	-4%

Rewritten with values ahead of the structure: entries from further up.
POLI inh	HP1b binding inh	BLM inh	PGK inhibitor	BAZ2B inh	JMJD2A Tudor	G9a inh	GLS inhibitor	Pin1 inhibitor	SMILES
-14%	27%	-12%	1%	-15%	-5%	-28%[12.7 µM]	17%	2%	O=C(CCC(=O)N1CCCC1)Nc1ccc([N+](=O)[O-])cc1
6%	14%	-16%	-6%	1%	-18%	50µM*	3%	1%	NC(=O)c1ccc(NC(=S)NCc2ccco2)cc1

(next part)
SMILES	POLI inh	HP1b binding inh	BLM inh	PGK inhibitor	BAZ2B inh	JMJD2A Tudor	G9a inh	GLS inhibitor	Pin1 inhibitor
CCOC(=O)c1c(-n2cnnn2)sc(C)c1C	14%	-25%	-1%	-7%	4%	-13%	8.9µM*	0%	0%
CCCn1c(=O)c(C(=O)NCc2ccccc2Cl)c(O)c2ccccc21	124%[activator]	64%[activator]	-9%	i	2%	2%	17%[0.501 µM]	3%	-3%
COc1ccc(S(=O)(=O)N(C)CC(=O)NCc2cccnc2)cc1OC	0%	11%	5%	x	-5%	-8%	-7%[59 µM]	4%	-13%
Cc1nn(Cc2ccc(Cl)cc2)c(C)c1NC(=O)CSc1n[nH]c(C)c1[N+](=O)[O-]	-10%	29%	-3%	-4%	-22%	-2%	u	-4%	1%
Cc1ccc(OC(C)C(=O)Nc2ccc(C)c(S(=O)(=O)Nc3ccc(C)cc3C)c2)cc1 (centres undefined)	-5%	13%	-10%	-5%	-6%	-32%[57.1 µM]	-2%[59 µM]	6%	5%
COc1ccc2cc(C3OCCO3)c(Cl)nc2c1	144%[activator]	49%[activator]	3%	-5%	-15%	5%	21%	-14%	-4%
O=C(Cn1cc(C(F)(F)F)cc(Cl)c1=O)Nc1cc(S(=O)(=O)N2CCOCC2)ccc1Cl	3%	28%	-4%	i	9%	-28%	-11%	-3%	-2%
Brc1ccc(NC2=Nc3ccccc3CC2)cc1	12%	u	-5%	3%	-27%[57.1 µM]	u	16%	u	5%
CCOC(=O)c1ccccc1NC(=O)CN(c1ccccc1)S(=O)(=O)c1ccc(OCC)cc1	25%	44%[activator]	-8%	-9%	3%	2%	-22%[59 µM]	-10%	3%
Cc1cc(-c2nnc(SCC(=O)Nc3nc(-c4ccccc4)cs3)o2)no1	u	41%[activator]	-7%	i	2%	-35%	18%[12.7 µM]	-5%	17%
CC(C)CN(C(=O)CSc1nnc2c(Cl)cc(C(F)(F)F)cn12)C1CCS(=O)(=O)C1 (centres undefined)	u	3%	-5%	-9%	8%	-19%[57.1 µM]	12%[59 µM]	-1%	0%
Cc1cc2ccccc2n1-c1ccc(C(=O)N2CCC(C(=O)NCc3ccc(Cl)cc3)CC2)s1	3%	10%	-8%	-6%	-22%	-20%	-7%[59 µM]	1%	17%
Fc1ccc(COc2cccc(-c3n[nH]c(=S)o3)c2)cc1	-18%	u	-3%	x	u	u	5µM*	15%	-1%
COc1ccc([N+](=O)[O-])cc1NCc1ccccc1	9%	123%[activator]	-7%	7%	22%	42%[activator][57.1 µM]	97%[activator][59 µM]	10%	5%
CC1CCN(S(=O)(=O)c2ccc3c(c2)N(CC(=O)Nc2ccc(F)c(Cl)c2)C(=O)CO3)CC1	31%[activator]	56%[activator]	0%	-8%	1%	0%	6%[59 µM]	-7%	-11%
O=C(Nc1nnc(-c2ccccc2Cl)o1)c1nc2ccccc2s1	4%	29%	-10%	2%	12%	-21%	33%[59 µM]	26%	-2%
Cc1ccc(NC(=O)COC(=O)c2ccc([N+](=O)[O-])o2)cc1S(=O)(=O)N1CCCCC1	100%[activator]	-7%	-1%	i	u	-36%	u	1%	-1%
Cc1ccc(C)c(NC(=O)CSc2ccc3nc(-c4ccccc4)cn3n2)c1	-20%	20%[57 µM]	-19%	i	12%	-11%	-41%[59 µM]	-13%	9%
Cc1cn(CCC(=O)Nc2ccc(N3CCOCC3)cc2)c2ccccc12	-9%	-10%	-3%	2%	u	u	45µM*	27%	0%
